TPT1 inhibitor: inhibitors of Candida albicans tRNA 2'-phosphotransferase TPT1 | inhibition, % at 5 µM | hit rate 0.81% among 300,000 | recombinant caTPT1, FP RNA substrate dephosphorylation;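 active means inhibition above the mean of all tested compounds plus 3 SD, set per screening campaign, cut at about 24% in these data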;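 further: plate controls were DMSO alone for no effect and ferristatin control at 100 nM for full effect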
Fam108B counter: counter-screen for RBBP9 inhibitors: inhibitors of mouse Fam108B | inhibition, % at 9.51 µM | hit rate 0.33% among 300,000 | recombinant Fam108B, FP-Rh probe fluorescence polarization | AID 1947;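 active means inhibition above the screen mean inhibition plus 3 SD, computed separately per campaign, cut at about 18% in these data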;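 further: inhibitors lower polarization as less probe binds the enzyme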
MCL1-BIM inh: disrupts human MCL1 binding to BIM-BH3 peptide | hit rate 0.68% among 320,000 | GST-MCL1 / FITC-Bim-BH3 fluorescence polarization | inhibition, % at 10.9 µM;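 active means inhibition above the mean inhibition of all tested compounds plus 3 SD, set per campaign, cut at about 40% in these data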;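 further: 0% = DMSO wells and 100% = unlabeled Bim-BH3 peptide control; higher means more loss of mP so more displacement of Bim peptide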
Target sequence (Q07820 whole entry, looked up): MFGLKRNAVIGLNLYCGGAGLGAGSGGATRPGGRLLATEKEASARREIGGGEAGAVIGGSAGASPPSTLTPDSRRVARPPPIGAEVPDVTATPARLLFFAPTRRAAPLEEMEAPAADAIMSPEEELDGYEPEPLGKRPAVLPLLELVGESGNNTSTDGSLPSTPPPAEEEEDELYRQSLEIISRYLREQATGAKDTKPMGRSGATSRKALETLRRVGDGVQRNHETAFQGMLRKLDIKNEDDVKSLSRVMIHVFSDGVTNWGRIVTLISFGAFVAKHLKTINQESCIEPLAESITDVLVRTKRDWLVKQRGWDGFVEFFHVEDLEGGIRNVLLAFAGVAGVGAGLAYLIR
BCLXL inh: Bcl-xL (human) inhibition | AID 2129 | GST-Bcl-xL / FITC-Bim BH3 peptide fluorescence polarization | hit rate 0.7% among 320,000 | Q07817 | inhibition, % at 10.9 µM;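 active means inhibition above the mean of all tested compounds plus 3 SD, cutoff set per campaign, cut at about 30% in these data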;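 further: 0% = DMSO wells and 100% = unlabeled Bim-BH3 peptide competitor; inhibitors lower millipolarization by displacing the labeled peptide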
PME-1 inh: blocks human protein phosphatase methylesterase 1; recombinant PME-1, FP-Rh probe fluorescence polarization; inhibition, % at 5.9 µM; hit rate 0.53% among 320,000; Q9Y570;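 active means inhibition above the campaign mean of all compounds plus 3 SD, cut at about 26% in these data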;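 further: competitive labeling of PME-1 active site by serine hydrolase directed probe; 0% = PME-1 with DMSO and 100% = wells lacking PME-1 enzyme; inhibitors block probe labeling so polarization falls and inhibition rises; many of its hits are not listed in these tables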
MEX-5 binding: C. elegans MEX-5 TCR-2 RNA binding activity; MEX-5/FITC-TCR2 RNA binding, fluorescence polarization; hits give low values; Q9XUB2; hit rate 0.38% among 300,000; AID 1832; activity score (negative = inhibition of binding), % at 10 µM;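 active means inhibition past about -25% in most replicates, and total fluorescence under double the plate's negative control median, limit read from the data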;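 further: 0% = DMSO and -100% = 5 µM competing unlabeled TCR2 RNA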
GSTO1 inh: counter-screen for RBBP9 inhibitors: inhibitors of human GSTO1 | inhibition, % at 5.96 µM | hit rate 1.1% among 300,000 | recombinant GSTO1, activity-based probe fluorescence polarization;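 active means inhibition above the campaign mean inhibition plus 3 SD, cut at about 35% in these data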;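 further: 0% = GSTO1-1 with DMSO and 100% = wells lacking GSTO1-1 enzyme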
Target sequence (P78417 whole entry, looked up): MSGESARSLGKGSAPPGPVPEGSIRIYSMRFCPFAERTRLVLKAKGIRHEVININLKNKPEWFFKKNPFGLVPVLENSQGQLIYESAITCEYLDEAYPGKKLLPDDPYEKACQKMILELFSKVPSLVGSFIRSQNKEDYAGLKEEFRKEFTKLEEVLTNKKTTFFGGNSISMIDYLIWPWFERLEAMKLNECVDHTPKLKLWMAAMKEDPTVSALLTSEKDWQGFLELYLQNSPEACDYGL
PAD4 inh: PAD4 (human) enzyme inhibition. hit rate 0.41% among 330,000. inhibition, % at 6.36 µM. Q9UM07. recombinant PAD4, RCA probe fluorescence polarization;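 active means percent inhibition above a cutoff equal to the mean of all tested compounds plus 3 SD, cut at about 15% in these data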;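 further: 0% = PAD4 with RCA probe and DMSO and 100% = probe without PAD4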
GLD-1 TGE inh: GLD-1-TGE RNA interaction inhibition (C. elegans). Q17339. purified GLD-1 + fluorescein TGE RNA, fluorescence polarization. inhibition, % at 5.96 µM. hit rate 0.44% among 320,000;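 active means percent inhibition above a per-plate cutoff, the plate mean of test compounds plus 3 SD, cut at about 30% in these data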;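 further: 0% = DMSO wells with GLD-1 and probe and 100% = wells lacking GLD-1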
Target sequence (Q17339 whole entry, looked up): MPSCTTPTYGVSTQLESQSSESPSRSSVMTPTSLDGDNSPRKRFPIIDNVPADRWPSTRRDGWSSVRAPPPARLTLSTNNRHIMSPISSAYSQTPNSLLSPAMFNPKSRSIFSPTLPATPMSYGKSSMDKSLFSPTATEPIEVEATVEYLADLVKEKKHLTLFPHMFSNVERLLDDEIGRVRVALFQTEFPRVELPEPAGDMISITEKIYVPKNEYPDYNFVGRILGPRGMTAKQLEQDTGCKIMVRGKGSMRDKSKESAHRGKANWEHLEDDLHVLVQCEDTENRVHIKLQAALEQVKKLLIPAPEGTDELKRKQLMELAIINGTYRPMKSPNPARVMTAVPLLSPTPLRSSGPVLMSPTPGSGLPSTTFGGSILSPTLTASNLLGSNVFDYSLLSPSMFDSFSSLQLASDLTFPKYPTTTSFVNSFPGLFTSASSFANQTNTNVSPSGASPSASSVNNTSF
Active calls of the source: *; x = no result given. Only part of the results is shown (hit frequency here may not be typical).

1) COC(=O)C1=C(C)N(Cc2ccc(OC)c(OC)c2)C(=O)C1
2) CCOc1ccc(CCNC(=O)Cc2ccc(NC3=NC4CS(=O)(=O)CC4S3)cc2)cc1OCC (configuration not stated)
3) Cc1cc(C)n2nc(C(=O)N/N=C/C=C/c3ccccc3)nc2n1
4) C/C(=N\NC(N)=S)c1cccnc1
5) COc1ccc(-n2nnnc2SCC(=O)Nc2nnn(C)n2)cc1
6) CCOC(=O)c1ccc(COC(=O)CNC(=O)CNC(=O)c2ccc(OC)cc2)o1
7) O=C(NC(=S)N1CCCCC1c1cccnc1)c1ccccc1 (configuration not stated)
8) CC(=O)OCC1OC(c2ccccc2)C(OC(C)=O)C(OC(C)=O)C1OC(C)=O (configuration not stated)

screen / no.,1,2,3,4,5,6,7,8
TPT1 inhibitor,-2,0,2,2,-1,-5,-1,1
Fam108B counter,-2,-1,2,-1,2,-5,0,2
MCL1-BIM inh,6,2,2,13,6,7,8,6
BCLXL inh,9,2,1,5,1,8,4,1
PME-1 inh,2,-2,5,-1,0,-1,4,-3
MEX-5 binding,0.3,-2.1,-3.7,-2.5,-0.3,-0.5,0.3,-2.8
GSTO1 inh,4,-4,-4,-4,-3,-2,2,0
PAD4 inh,-6,4,3,2,0,-4,-1,-3
GLD-1 TGE inh,2,-2,1,0,4,1,4,6

9) O=C1c2ccccc2C(Nc2ccc(F)cc2F)N1CCN1CCOCC1 (configuration not stated)
10) O=[N+]([O-])c1cccc(C2Nc3cccc4cccc(c34)N2)c1
11) C=CCC(C(=O)OC)(C(=O)OC)c1ccccc1[N+](=O)[O-]
12) COCCn1cnc2c1c(=O)[nH]c(=O)n2Cc1ccccc1
13) Cc1ccc(NC(=O)CC2S/C(=N/N=C3/NC(=O)CS3)NC2=O)cc1 (configuration not stated)
14) O=C(CNC(=O)Cn1ccc2ccccc2c1=O)NCCCN1CCCCCC1
15) CC(=O)c1cccc(NC(=O)CC2S/C(=N/N=C/c3ccccc3)NC2=O)c1 (configuration not stated)
16) Cc1ccc(NC(=O)CSc2nnc(-c3cc(C)on3)o2)cc1

screen / no.,9,10,11,12,13,14,15,16
TPT1 inhibitor,-2,-5,2,-2,2,0,-3,-3
Fam108B counter,-1,21*,1,-9,2,-3,-2,0
MCL1-BIM inh,6,19,-1,7,4,7,9,0
BCLXL inh,3,12,3,5,1,9,-3,2
PME-1 inh,0,21,2,-2,-11,-10,-4,-3
MEX-5 binding,-0.1,0.7,-1.6,1.9,-0.8,x,-1.2,0.0
GSTO1 inh,0,27,-5,-3,14,3,-4,-1
PAD4 inh,-4,0,-2,-2,-1,-1,-6,-2
GLD-1 TGE inh,2,6,2,-6,7,2,-7,1

17) CCOc1ccc(-n2nc3ccc(NC(=O)c4ccc5c(c4)OCCO5)cc3n2)cc1
18) COc1cccc(NC(=O)CCC2CCN(C(=O)C3CC=CCC3)CC2)c1 (configuration not stated)
19) CC(C)C[C@H]1CN=C(Nc2ccccc2)N1CCCC1CCCC1
20) CCCCn1c(N)c(N(CC(C)C)C(=O)c2cc(C)nc3ccccc23)c(=O)[nH]c1=O
21) C[C@@H](C(=O)Nc1ccc2c(c1)OCCO2)n1nnc2ccccc2c1=O
22) COc1ccc(C(=O)CSc2nccn2C)cc1
23) COc1ccc([C@H]2CC(=O)C=C(c3ccc(Oc4ccccc4)cc3)C2)cc1OC
24) NNC(=O)c1ccc2nc(-c3ccc(Br)cc3)cn2c1

screen / no.,17,18,19,20,21,22,23,24
TPT1 inhibitor,-2,-6,0,2,1,-3,x,1
Fam108B counter,-31,3,-3,0,-6,-2,x,-14
MCL1-BIM inh,1,5,5,-15,-8,2,4,7
BCLXL inh,4,2,-1,-8,3,4,2,1
PME-1 inh,-8,2,-1,-2,0,-6,-7,-6
MEX-5 binding,0.4,-1.0,3.4,-1.9,-0.4,0.8,x,0.1
GSTO1 inh,-5,3,-1,-1,5,-1,x,-2
PAD4 inh,3,-2,5,0,0,1,0,-1
GLD-1 TGE inh,0,-9,0,3,-4,-3,-1,0

25) O=S(=O)(Nc1nc2ccccc2s1)c1ccc(Br)s1
26) CN(C)c1ncc(S(=O)(=O)c2ccccc2)c(-c2ccccc2Cl)n1
27) CCOC(=O)N1CCN(Cc2nc(CC3CC3)no2)CC1
28) COC(=O)CCN1CCc2cc(N=Nc3ccc([N+](=O)[O-])cc3)ccc21
29) Cc1c(C(=O)NCCc2ccccc2)oc2ccccc12
30) CN(c1ccc(C(=O)NCCSCc2ccco2)cc1)S(C)(=O)=O
31) COc1cc2nc(NC(=O)c3ccc(F)cc3Cl)sc(=O)c2cc1OC
32) O=C1C=C(c2cccs2)CC(c2cccs2)C1n1cnc([N+](=O)[O-])c1 (configuration not stated)

screen / no.,25,26,27,28,29,30,31,32
TPT1 inhibitor,3,-1,-1,1,1,-3,0,0
Fam108B counter,1,1,4,0,-4,-1,0,6
MCL1-BIM inh,1,-2,-2,-1,-3,1,10,0
BCLXL inh,1,-1,-2,-2,2,1,5,2
PME-1 inh,9,5,1,5,-5,-2,-2,0
MEX-5 binding,-1.8,-2.5,2.2,-6.6,1.9,2.8,-1.7,2.0
GSTO1 inh,5,3,-8,-3,-2,-1,5,1
PAD4 inh,-5,0,1,-2,3,6,2,2
GLD-1 TGE inh,5,-4,-1,-1,9,-3,-4,-2

Overlap with the part before: four entries, then new ones.
29) Cc1c(C(=O)NCCc2ccccc2)oc2ccccc12
30) CN(c1ccc(C(=O)NCCSCc2ccco2)cc1)S(C)(=O)=O
31) COc1cc2nc(NC(=O)c3ccc(F)cc3Cl)sc(=O)c2cc1OC
32) O=C1C=C(c2cccs2)CC(c2cccs2)C1n1cnc([N+](=O)[O-])c1 (configuration not stated)
33) CCOc1ccc(C(=O)Nc2ccccc2-c2ccccc2)cc1Cl
34) Cc1c(C(=O)N(CCO)Cc2ccccc2)oc2c(F)cccc12
35) Cc1ccc2cc(S(=O)(=O)NCCC(=O)O)ccc2c1
36) CCN1C(=O)[C@@H]2[C@@H](c3ccc(-c4ccc(F)cc4)cc3)N3CCCC[C@@]3(C(=O)OC)[C@@H]2C1=O
37) CC(=O)c1c(C)cc(C)c(CSc2nc(C)cc(=O)[nH]2)c1C
38) O=C(NCC1CCCO1)/C(=C\c1cccs1)NC(=O)c1ccccc1 (configuration not stated)
39) COc1ccc(N=C2CCCN2CC(N)=O)cc1
40) Cc1cc(C)c(S(=O)(=O)c2ccccc2)c(=O)[nH]1

screen / no.,29,30,31,32,33,34,35,36,37,38,39,40
TPT1 inhibitor,1,-3,0,0,2,-4,-4,2,1,-4,0,1
Fam108B counter,-4,-1,0,6,-2,2,5,0,0,3,-5,4
MCL1-BIM inh,-3,1,10,0,3,-4,5,1,-4,7,-7,-4
BCLXL inh,2,1,5,2,-4,9,2,2,0,7,6,4
PME-1 inh,-5,-2,-2,0,-4,-5,0,5,6,-1,-1,-1
MEX-5 binding,1.9,2.8,-1.7,2.0,0.4,1.1,0.4,2.9,-1.9,-0.5,-4.1,-0.7
GSTO1 inh,-2,-1,5,1,-10,4,0,1,3,0,-4,5
PAD4 inh,3,6,2,2,-5,-8,-3,-1,-3,-3,1,-3
GLD-1 TGE inh,9,-3,-4,-2,3,-2,-2,3,3,5,-2,-2

41) CC1(C(=O)NC2CCCC2)CCC(=O)N1Cc1cccs1 (configuration not stated)
42) CCOC(=O)NNc1ccccc1
43) O=C(Nc1ccc(NC(=O)C2CC2)nc1)c1ccncc1
44) O=C(Nc1cccc(C(F)(F)F)c1)c1cnccn1
45) C#CCOc1ccc(/C=C2/C(=O)ON=C2C)cc1Cl
46) COc1ccc(-c2csc(N3CCN(C(=O)c4ccccc4)CC3)n2)cc1
47) O=c1oc(-c2cccc(Cl)c2)nc2c1cnn2-c1ccccc1
48) CC(C(=O)Nc1ccc(S(N)(=O)=O)cc1)N1CCc2ccccc21 (configuration not stated)

screen / no.,41,42,43,44,45,46,47,48
TPT1 inhibitor,1,1,-6,6,-4,1,-3,-1
Fam108B counter,8,4,-1,6,4,-2,12,8
MCL1-BIM inh,4,-4,-7,-7,-8,-4,3,2
BCLXL inh,1,1,9,0,2,3,1,6
PME-1 inh,4,0,3,-4,-3,8,0,-2
MEX-5 binding,-1.0,2.6,4.1,-1.7,-0.2,0.3,0.2,-4.2
GSTO1 inh,3,9,4,4,0,-1,-2,11
PAD4 inh,1,1,0,0,0,0,-3,1
GLD-1 TGE inh,0,1,5,-1,-8,4,8,6

49) CC(=O)Nc1ccc(NC(=O)C(C)Sc2nc3ccccc3c(=O)n2Cc2ccco2)cc1 (configuration not stated)
50) COc1ccc(NC(=O)CSc2nnc(-c3ccccc3C)n2N)cc1
51) CCOC(=O)NN1C(=O)c2ccccc2NC1c1ccccc1O (configuration not stated)
52) COc1ccc2c(c1)c1nnc(SCC(=O)NC3CC3)nc1n2C
53) CC(C)(C)NC(=O)C(=O)NN=C1CCCCCCC1
54) Cc1ccc(S(=O)(=O)NN=C2CCC(C(C)(C)C)CC2)cc1[N+](=O)[O-] (configuration not stated)
55) CC(=O)Nc1cccc(NC(=O)C(F)(F)F)c1
56) CCOc1ccc(-c2nc(CN(Cc3ccccc3)C[C@@H]3CCC(=O)N3)c(C)o2)cc1

screen / no.,49,50,51,52,53,54,55,56
TPT1 inhibitor,0,-2,0,-1,5,2,2,0
Fam108B counter,3,2,-9,1,-2,-2,-3,2
MCL1-BIM inh,-2,12,-1,9,-2,2,-1,-6
BCLXL inh,-9,6,-2,11,2,6,0,-4
PME-1 inh,-2,-9,-2,-12,-3,1,-4,1
MEX-5 binding,1.4,1.4,-2.1,-1.2,-1.1,-1.8,-0.5,0.7
GSTO1 inh,-14,-6,7,-2,-3,5,9,5
PAD4 inh,-4,1,4,2,2,-3,-8,2
GLD-1 TGE inh,15,0,-8,0,-6,5,-5,5

57) O=C1CC(N2CCN(c3ccc(F)cc3)CC2)C(=O)N1Cc1ccccc1 (configuration not stated)
58) COc1cc(CNc2ccc(O)cc2)cc(Br)c1OCc1ccccc1
59) CCn1c(=NC(=O)c2ccc(N3C(=O)CCC3=O)cc2)sc2c(OC)ccc(OC)c21
60) Cc1cc(C(=O)OCC(=O)N2CCC(c3ccccc3)=N2)ccc1[N+](=O)[O-]
61) COc1ccc(NC(=O)C2CCN(S(=O)(=O)c3ccc4c(c3)CC(C)N4C(C)=O)CC2)cc1OC (configuration not stated)
62) Cc1ccc(COc2ccc(/C=N/NC(=O)CN3CCCCC3)cc2)cc1
63) C=CCOc1cccc(C2c3c(oc4ccc(F)cc4c3=O)C(=O)N2CCCN2CCOCC2)c1 (configuration not stated)
64) COc1ccc([N+](=O)[O-])cc1N(CC(=O)NCCSc1ccccc1)S(C)(=O)=O

screen / no.,57,58,59,60,61,62,63,64
TPT1 inhibitor,0,-7,-1,-1,-3,-1,-1,-6
Fam108B counter,0,13,-17,5,-2,-3,0,-2
MCL1-BIM inh,3,8,11,-1,-5,-2,7,5
BCLXL inh,0,18,6,1,1,2,3,5
PME-1 inh,-4,16,-19,0,-2,0,3,3
MEX-5 binding,1.7,1.8,-1.0,1.1,0.4,-2.1,-0.6,2.5
GSTO1 inh,5,53*,-6,-5,-4,7,-1,3
PAD4 inh,-1,10,-11,2,0,-1,0,-3
GLD-1 TGE inh,3,12,-4,5,7,2,6,-7

From PubChem BioAssay
